Screens from PubChem BioAssay.
PP5 primary: inhibitors of human protein phosphatase 5 (PP5) | 320,000 tested, 0.18% active | purified PP5c, OMFP substrate fluorescence | inhibition, % at 6.7 µM | P53041;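 active means inhibition above the campaign's mean inhibition across all tested compounds plus 3 SD, cut at about 9.5% in these data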;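 further: 0% = DMSO only and 100% = 100 µM cantharidin control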
Target sequence (P53041 whole entry, looked up): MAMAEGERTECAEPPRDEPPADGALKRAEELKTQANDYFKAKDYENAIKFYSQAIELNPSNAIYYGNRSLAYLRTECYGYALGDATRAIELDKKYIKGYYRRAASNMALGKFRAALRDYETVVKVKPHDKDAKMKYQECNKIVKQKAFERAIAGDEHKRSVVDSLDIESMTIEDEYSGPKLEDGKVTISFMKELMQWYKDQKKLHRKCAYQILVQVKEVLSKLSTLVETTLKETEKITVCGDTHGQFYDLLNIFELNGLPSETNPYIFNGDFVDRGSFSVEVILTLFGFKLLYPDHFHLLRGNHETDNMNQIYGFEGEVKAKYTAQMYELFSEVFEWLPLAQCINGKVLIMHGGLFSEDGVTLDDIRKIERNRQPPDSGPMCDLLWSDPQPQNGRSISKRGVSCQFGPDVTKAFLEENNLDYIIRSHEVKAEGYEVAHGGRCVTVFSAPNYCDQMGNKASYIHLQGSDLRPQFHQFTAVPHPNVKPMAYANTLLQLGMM
PREPL inhibitor: inhibitors of human prolyl oligopeptidase-like enzyme PREPL. Q4J6C6. recombinant PREPL, fluorescence polarization activity-based probe. inhibition, % at 5.96 µM. 320,000 tested, 0.68% active; in the data active means inhibition above about 43%;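 further: 0% = enzyme with DMSO and 100% = wells lacking enzyme; many of its hits are not listed in these tables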
PP1 inh: PP1-alpha (human) inhibition in PP5 counter-screen. purified PP1alpha, OMFP fluorescence. inhibition, % at 6.7 µM. 320,000 tested, 0.9% active;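 active means inhibition above the mean inhibition of all tested compounds plus 3 SD, computed separately for each screening campaign, cut at about 15% in these data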
Target sequence (P62136 whole entry, looked up): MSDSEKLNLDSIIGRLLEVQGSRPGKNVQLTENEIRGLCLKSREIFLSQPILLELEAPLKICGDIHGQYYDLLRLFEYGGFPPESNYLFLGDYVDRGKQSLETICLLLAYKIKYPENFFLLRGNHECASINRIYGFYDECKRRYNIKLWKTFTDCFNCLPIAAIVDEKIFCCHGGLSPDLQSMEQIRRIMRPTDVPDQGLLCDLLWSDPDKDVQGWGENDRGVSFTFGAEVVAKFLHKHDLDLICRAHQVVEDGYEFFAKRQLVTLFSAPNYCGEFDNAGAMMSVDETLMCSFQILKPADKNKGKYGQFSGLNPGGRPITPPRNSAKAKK
CTSL1 counter: blocks F. hepatica cathepsin L1 in PFM18AAP counter-screen | AID 1906 | recombinant F. hepatica cathepsin L1, Z-Leu-Arg-MCA fluorescence | inhibition, % at 5.96 µM | 300,000 tested, 0.49% active;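 active means inhibition above the mean of all tested compounds plus 3 SD, set per screening campaign, cut at about 17% in these data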;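 further: 0% = plate median of test compound wells and 100% = 1 µM Z-Phe-Ala-diazomethylketone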
HCV core dimer: blocks dimerization of HCV core protein. AID 1899. TR-FRET GST/Flag-core106 dimerization, 1536-well. inhibition, % at 5 µM. 300,000 tested, 0.33% active;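 active means inhibition above the mean of all tested compounds plus 3 SD, set per screening campaign, cut at about 45% in these data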
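System – GST-tagged and Flag-tagged HCV core protein residues 1-106 · Repeats – one well for each compound · Technique – TR-FRET 671 and 617 nm emission · Doses – one concentration, 5 µM, in 0.5% DMSO · Times – 4 h, 22.5 °C incubation · Also added – Eu donor and XL665 acceptor anti-tag antibodies · Measure – percent inhibition of core106 dimerization signal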
Efflux pump inh: inhibitors of Candida antifungal efflux pumps expressed in yeast; S. cerevisiae Candida pump triplex, Nile Red efflux; inhibition, % at 10 µM; 330,000 tested, 0.44% active; AID 485275;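 active means plate passing quality check with inhibition over a set limit, or well fluorescence over plate mean plus 4 SD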;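 further: Nile Red retained in pooled yeast measured as flow cytometry median fluorescence; 0% = buffer negative control and 100% = Enniatin B positive control; higher means more Nile Red kept so more efflux inhibition; some compounds called inactive have numbers as strong as hits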
EBNA-1 inhibitor: blocks EBNA-1 binding to DNA; EBNA-1 DNA binding, fluorescence polarization; inhibition, % at 14.8 µM; 300,000 tested, 0.34% active; AID 1950; in the data active means inhibition above about 28%
ZTA counter: counter-screen for EBNA-1 inhibitors: inhibitors of Epstein-Barr virus ZTA; P03206; ZTA-DNA binding, fluorescence polarization; inhibition, % at 11 µM; 320,000 tested, 0.15% active; AID 2234; in the data active means inhibition above about 33%
Target sequence (P03206 whole entry, looked up): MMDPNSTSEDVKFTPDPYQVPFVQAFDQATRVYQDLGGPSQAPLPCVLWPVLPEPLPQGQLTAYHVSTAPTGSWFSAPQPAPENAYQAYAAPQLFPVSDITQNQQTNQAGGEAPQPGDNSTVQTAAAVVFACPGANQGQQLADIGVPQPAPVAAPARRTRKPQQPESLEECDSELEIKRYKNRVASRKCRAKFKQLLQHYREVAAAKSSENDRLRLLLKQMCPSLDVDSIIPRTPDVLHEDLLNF
TPT1 inh: C. albicans TPT1 enzyme inhibition | recombinant caTPT1, FP RNA substrate dephosphorylation | inhibition, % at 5 µM | 300,000 tested, 0.81% active;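 active means inhibition above the mean of all tested compounds plus 3 SD, set per screening campaign, cut at about 24% in these data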;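 further: plate controls were DMSO alone for no effect and ferristatin control at 100 nM for full effect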
Active calls of the source: *; x = no result given. A portion of the library; the hit share may differ from the screen's.

No.	SMILES	PP5 primary	PREPL inhibitor	PP1 inh	CTSL1 counter	HCV core dimer	Efflux pump inh	EBNA-1 inhibitor	ZTA counter	TPT1 inh
1	COc1ccc(NC(=O)c2ccccc2NC(=O)CSc2ccccc2)cc1	1.6	6	1	-1	-2	0.4	3	0	1
2	C/C(=N\NC(=O)c1cccc(S(=O)(=O)N2CCOCC2)c1)c1ccc(C)cc1	2.5	2	-2	x	x	-0.1	x	1	x
3	COc1cccc(CNC(=O)c2nnn(CC(=O)Nc3cc(C)ccc3C)c2N)c1	-1.7	5	-2	4	4	0.0	-1	1	-3
4	Cn1nnnc1SCc1ccccc1[N+](=O)[O-]	1.8	-8	-2	-1	-5	0.0	1	-10	0
5	COc1cc(NC(=O)C23CC4CC(C2)CC(n2cnc([N+](=O)[O-])n2)(C4)C3)cc(OC)c1	-0.4	-6	3	-1	3	0.0	-1	0	3
6	COc1ccc(C(=O)NC2CC3CCCC(C2)N3CC(C)C)cc1OC (stereo not given)	-0.2	12	0	3	-8	-0.3	0	-5	-2
7	O=C(O)CCC1c2cc3c4cc2OC2Oc5cc6c(cc51)C(CCC(=O)O)c1cc5c7cc1OC(O6)c1cc6cc(c1)Oc1cc(cc(C(=O)O)c1)Oc1cc8cc(c1)C(Oc1cc(c(cc1C5CCC(=O)O)C3CCC(=O)O)OC(O4)c1cc(cc(c1)Oc1cc(cc(C(=O)O)c1)O8)Oc1cc(cc(C(=O)O)c1)Oc1cc(cc2c1)Oc1cc(cc(C(=O)O)c1)O6)O7 (stereo not given)	13*	-74	91*	22*	61*	0.0	102*	106*	5
8	Clc1cc(Cl)c(OCCCCn2cncn2)c(Cl)c1	-0.3	-18	1	-1	1	0.1	8	4	2
9	OC(COCc1ccccc1)CN1CCCCC1 (stereo not given)	2.6	4	-7	-3	6	0.0	9	-1	2
10	CCOC(=O)C1CCN(CC(=O)N(CC(C)C)c2c(N)n(CC(C)C)c(=O)[nH]c2=O)CC1	-0.8	-6	5	0	2	0.0	-17	-26	1
11	COc1ccc(/C=C(\NC(=O)c2ccccc2)C(=O)N2CCCCC2)cc1OC	-0.4	-1	-1	-3	3	-0.1	-2	-8	-4
12	O=C(CCCOc1ccc(Cl)cc1Cl)N/N=C/c1ccccc1	5.4	-47	2	1	-3	0.0	-2	10	-1
13	O=c1cnn([C@@H]2O[C@H](CO)[C@@H](O)[C@H]2O)c(=O)[nH]1	-1.1	0	0	7	-3	-0.1	0	4	-1
14	CN(C)c1cccc(C(=O)OCC(=O)N2CCc3ccccc3C2)c1	0.4	26	6	-8	9	0.3	-15	-13	3
15	COC(CNC(=O)c1coc2nc3ccccc3nc12)OC	1.6	13	-6	0	-1	0.2	-12	-3	9
16	CC(C)c1nnc(NC(=O)CSc2ccccc2)s1	3.3	10	-2	-3	6	0.2	-10	-13	-3
17	Cc1[nH][nH]c(=O)c1C(c1ccc2c(c1)OCO2)c1c(C)[nH][nH]c1=O	2.5	-9	1	0	7	-0.1	-3	7	-3
18	Cc1cccc(/C=N/NC(=O)Cc2ccc(Cl)cc2)c1O	2.2	-2	3	0	4	0.1	-1	-1	-1
19	COc1ccc(OC)c(/C(O)=C/C(=O)C(=O)Nc2cc(C)cc(C)c2)c1	4.2	-3	-1	3	7	0.0	0	9	1
20	COc1ccc(OCCNC(=O)c2ccccc2OCC(=O)Nc2ccc(NC(C)=O)cc2)cc1	0.7	-7	3	2	-2	0.2	10	22	1
21	COc1ccc(NC(=O)Cn2c(-c3ccccc3)cn(-c3ccc(C)cc3)c2=O)cc1	3.5	7	1	-1	14	0.2	-3	3	1
22	CCOc1ccccc1/C=C\c1nc(O)c([N+](=O)[O-])c(=O)[nH]1	-1.0	10	1	8	15	-0.2	5	14	-2
23	CC(C)N(C(=O)COC(=O)c1cccc(C(=O)OCC(=O)N(C(C)C)C(C)C)n1)C(C)C	-2.8	14	0	1	5	0.5	-7	0	-4
24	Cc1cccc(OCc2nnc(SC(C)C(=O)O)n2-c2ccccc2)c1 (stereo not given)	0.4	-11	-5	-2	9	0.2	-1	10	0
25	O=C(O)c1cc(-c2cccnc2)nn1-c1ccccn1	1.8	-5	-3	-4	0	0.0	-10	-7	-1
26	Cc1ccc(N(CC(=O)NC2CCCCC2)S(=O)(=O)c2cccs2)cc1	0.1	-8	2	1	11	0.1	23	5	2
27	O=C(O)Cn1ncn(-c2ccc(OC(F)(F)F)cc2)c1=O	2.6	-2	1	-1	14	0.2	1	5	3
28	COc1ccc(-c2c(C)n([O-])c3c([n+]2=O)CCCC3)cc1	1.4	4	0	2	-1	0.1	5	-7	-4
29	COc1ccc(OCC(=O)Nc2ccc(C)c(S(=O)(=O)N(C)C)c2)cc1	-0.5	-1	-2	-6	13	0.4	-19	-6	-5
30	Cc1cc([N+](=O)[O-])cc2c1-c1ncccc1C2=Nc1ccccc1	-0.2	11	-2	-6	-1	-0.3	-2	-2	0
31	COc1cc([C@H]2c3c(cc(OC)c(O)c3OC)C[C@@H](CO)[C@@H]2CO[C@@H]2O[C@H](CO)[C@@H](O)[C@H](O)[C@H]2O)cc(OC)c1O	2.7	-3	-2	1	-8	0.1	-2	1	2
32	C#CCOCCOCCOCCNc1nc(N2CCN(C(=O)[C@H](Cc3cc4ccccc4[nH]3)n3cc([C@@H](N)C(C)CC)nn3)CC2)nc(N2CCN(C(=O)[C@H](Cc3cc4ccccc4[nH]3)n3cc([C@@H](N)Cc4ccc(O)cc4)nn3)CC2)n1 (stereo not given in full)	8.4	58*	84*	5	-44	0.4	46*	55*	-1
33	O=C(c1ccco1)N1CCN=C1SCc1ccccc1Cl	0.4	-10	-3	0	1	-0.2	-2	11	2
34	COCc1nnc(NC(=O)CCN2C(=O)c3ccccc3C2=O)s1	5.0	18	-3	-6	-6	0.9	-10	0	3
35	CCN1CCN(CC2CC3C=CC2C3)CC1 (stereo not given)	-1.6	8	2	3	-4	0.2	3	7	4
36	CC(C)NS(=O)(=O)c1ccc(NC(=O)C2CC3C=CC2C3)cc1 (stereo not given)	1.6	-1	-2	-5	-2	0.1	1	-20	-6
37	CCN(CC(=O)Nc1cc(Cl)ccc1C)C(=O)CN1C(=O)NC(CC)(c2ccccc2)C1=O (stereo not given)	-1.0	7	-6	2	-2	0.0	3	8	-2
38	CCOc1cc(Cl)c(S(=O)(=O)NCCCN2CCOCC2)cc1Cl	1.2	-7	-1	-3	4	0.0	11	9	-1
39	COc1ccc(CN2CCN(c3ccccc3OC)CC2)c(OC)c1	2.7	13	6	0	-3	0.4	-27	11	2
40	COc1ccc(C(=O)NCC(=O)N=Nc2c(O)n(C)c3ccccc23)cc1OC	1.7	-3	-2	8	-6	0.0	0	2	-1
41	O=C(N/N=C/c1ccc([N+](=O)[O-])o1)c1ccc(NS(=O)(=O)c2cccs2)cc1	1.5	25	-1	7	-4	0.0	0	-1	7
42	Nc1ccccc1C(=O)NCc1ccccc1	-1.0	-1	-1	-1	2	-0.1	2	5	0
43	Oc1ccc(/C=N/NC(=S)Nc2cccnc2)cc1	1.1	-8	-3	-2	3	0.5	2	-8	-1
44	O=C(c1oc2ccccc2c1CSCc1ccccc1)N1CCN(c2ncccn2)CC1	1.6	20	5	5	3	0.2	-6	-11	-4
45	c1ccc(-n2ncc3cccnc32)cc1	-1.4	0	-3	4	-1	0.0	3	5	-4
46	O=c1cc(N2CCCCC2)c(-c2ccccc2)nn1Cc1ccc(Cl)cc1Cl	4.3	-8	3	0	20	0.1	7	8	0
47	CSc1ccc(CN2CCCCCC2)cc1	1.6	-10	-3	-4	3	0.0	-6	-10	0
48	CC1=CC(=NOC(=O)c2cccc([N+](=O)[O-])c2)C=C(C)C1=O	-1.1	1	-4	9	-7	-0.1	2	-2	-2
49	c1ccc2c(NCCc3c[nH]c4ccccc34)c3ccccc3nc2c1	-1.3	50*	2	0	-10	0.1	-7	9	1
50	COc1cc(OC)c(NC(=S)NCc2ccc(F)cc2)cc1Cl	0.5	4	-7	1	-2	-0.2	2	9	-2

Further results.
No.	SMILES	PP5 primary	PREPL inhibitor	PP1 inh	CTSL1 counter	HCV core dimer	Efflux pump inh	EBNA-1 inhibitor	ZTA counter	TPT1 inh
51	c1ccc(OCCOCCN2CCc3ccccc3C2)cc1	-0.2	9	-5	3	-9	0.0	-7	-25	0
52	CCOC(=O)c1c(C)c(C(=O)NCCCOC(C)C)c(C)n1C	0.9	4	-2	2	1	0.1	6	-8	6
53	CCSc1ccc(C(=O)Nc2cccc(C)n2)cc1[N+](=O)[O-]	0.4	2	3	-3	6	0.1	-2	-3	3
54	CCOC(=O)CSc1nc2ccccc2c(=O)n1CC	0.0	-5	-1	-2	-1	0.1	-11	8	-2
55	COc1ccc(/C=C2\COc3ccccc3C2=O)cc1OC	-1.1	6	2	1	11	-0.1	2	14	-4
56	C#CCOCCOCCOCCNc1nc(N2CCN(C(=O)C([C@@H](C)CC)n3cc(C(N)CC(C)C)nn3)CC2)nc(N2CCN(C(=O)[C@H](CCCCN)n3cc(C(N)COC(=O)C(F)(F)F)nn3)CC2)n1 (stereo not given in full)	3.7	12	-2	2	-26	0.1	10	6	0
57	COc1cccc(/C=C2/SC(=S)N(CC(=O)NC3C=CS(=O)(=O)C3)C2=O)c1 (stereo not given)	-1.2	14	-2	3	5	0.1	-3	-5	-1
58	O=C(COc1ccccc1)Nc1ccc(C(=O)N2CCCC2)cc1	1.9	-1	-4	-2	-4	-0.1	-7	-1	-2
59	C(=C\c1ccc(/C=C/c2ccccc2)nn1)/c1ccccc1	0.2	0	-5	-2	-5	-0.1	9	10	-1
60	O=C(c1cccc(Cl)c1)N1CCN(CCCc2ccccc2)CC1	2.2	3	-2	0	4	0.0	-16	-22	1
61	O=C(NC(=S)Nc1ccc(N2CCOCC2)cc1)c1cccs1	-0.4	-1	-1	4	1	-0.1	-5	-16	-2
62	CC(=O)c1nnn(-c2ccc(F)cc2F)c1C	-2.7	1	-2	4	5	0.0	11	-1	-1
63	CC(NC(=O)CN(C)Cc1ccc(Br)cc1)c1ccccc1 (stereo not given)	2.3	-21	-1	0	1	0.2	1	6	-1
64	N#Cc1c(NC(=O)CSc2nnnn2C2CCCC2)sc2c1CCCC2	2.5	12	0	0	5	0.0	-17	-14	0
65	CC(C)N(Cc1nc2ccccc2c(=O)[nH]1)C(=O)c1ccc(NC(=O)CSc2nnnn2C)cc1	0.1	-8	-1	x	x	-0.2	x	-10	x
66	COc1ccccc1N1CCN(CC(O)COCCOc2ccc(Br)cc2)CC1 (stereo not given)	5.0	14	-5	-5	-15	0.3	-16	4	-4
67	CCOc1ccc(NC(=O)CS(=O)CC(=O)Nc2cccnc2)cc1 (stereo not given)	-1.7	-11	-2	4	5	0.0	0	7	-1
68	COc1ccc(Nc2cccc3ccccc23)cc1	4.8	33	3	-2	-9	0.0	-4	-21	-6
69	Cc1cc2ccccc2n1CCNC(=O)C1CC1	0.8	8	0	1	-4	-0.1	5	-3	-9
70	COc1ccc(C(=O)OCC(=O)NC(=O)NC2CCCC2)cc1OC	0.7	18	-1	x	x	-0.1	x	-21	x
71	Cc1ccnc(N/C=C(/NC(=O)c2ccccc2)C(=O)NN)n1	2.9	15	-1	16	-2	0.0	-15	-2	-1
72	Cc1ccc(NC(=O)CSc2nnc(-c3cccnc3)o2)c(C)c1	2.8	6	-4	3	-4	-0.1	-13	-28	0

2 entries from above, with each value named:
67) CCOc1ccc(NC(=O)CS(=O)CC(=O)Nc2cccnc2)cc1 (stereo not given)
  PP5 primary: -1.7 | PREPL inhibitor: -11 | PP1 inh: -2 | CTSL1 counter: 4 | HCV core dimer: 5 | Efflux pump inh: 0.0 | EBNA-1 inhibitor: 0 | ZTA counter: 7 | TPT1 inh: -1

68) COc1ccc(Nc2cccc3ccccc23)cc1
  PP5 primary: 4.8 | PREPL inhibitor: 33 | PP1 inh: 3 | CTSL1 counter: -2 | HCV core dimer: -9 | Efflux pump inh: 0.0 | EBNA-1 inhibitor: -4 | ZTA counter: -21 | TPT1 inh: -6
